# Screening results as filed in PubChem.
# Salmonella PhoP GFP = PhoP regulon inhibitors, Salmonella typhi PhoP promoter GFP reporter, confirmatory (AID 1850) | Salmonella Typhi PhoP-promoter GFP reporter, fluorescence, 4 h; higher % means a stronger effect | 310,000 tested, 0.33% active | inhibition, % at 50 µM, or IC50 in µM where a hit was titrated; in the data active = a potency from the dose series; inconclusive = inhibition mostly from about 25% at the one dose, without a potency; inactive = the rest, 99 in 100 with inhibition below about 19%;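 note: 0% = induced wells with vehicle and 100% = uninduced wells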
# VEEV TC-83 Vero = inhibitors of VEEV TC-83 cytopathic effect, confirmation, Vero cells (AID 588727); 350,000 tested, 0.13% active; Vero cells, VEEV TC-83 cytopathic effect inhibition; higher % means a stronger effect; inhibition, % at 20 µM; hits with a dose series show IC50 in µM; in the data active = a potency from the dose series; inconclusive = inhibition mostly from about 14% at the one dose, without a potency; inactive = the rest, 99 in 100 with inhibition below about 12%; note: strong numbers were not always called active
# influenza NS1A = NS1A inhibition, H1N1 influenza, cell based functional assay (AID 504329); NS1A functional cell-based assay, percent inhibition; higher % means a stronger effect; inhibition, % at 12.5 µM, or IC50 in µM where a hit was titrated; 340,000 tested, 0.3% active; in the data active = a potency from the dose series; inconclusive = inhibition above about 27% without an active follow-up result; note: strong numbers were not always called active
# M. tuberculosis HTS = M. tuberculosis growth inhibition, HTS (AID 449762). M. tuberculosis H37Rv growth inhibition, 7H9 media; higher % means a stronger effect. 330,000 tested, 0.59% active. inhibition, % at 25 µM, or IC50 in µM where a hit was titrated; in the data active = a potency from the dose series; inconclusive = inhibition above about 70% without an active follow-up result;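 note: bacterial growth assessed after seven days of incubation; strong numbers were not always called active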
# M. tuberculosis = growth inhibition of non-replicating M. tuberculosis (AID 488890); Mycobacterium tuberculosis non-replicating, growth inhibition; higher % means a stronger effect; inhibition, % at 25 µM; hits with a dose series show IC50 in µM; 320,000 tested, 0.39% active; in the data active = a potency from the dose series; inconclusive = inhibition mostly from about 82% at the one dose, without a potency; inactive = the rest, 99 in 100 with inhibition below about 76%;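 note: plate controls were DMSO cells for no effect and high antibiotic wells for full effect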
# VEEV TC-83 Vero 10K pilot screen = recorded beside VEEV TC-83 Vero, whose call it bears; inhibition, %; measured here: 10K pilot screen inhibition
# Active calls of the source: *; i = inactive; u = inconclusive; x = no result given.
SMILES,Salmonella PhoP GFP,VEEV TC-83 Vero,influenza NS1A,M. tuberculosis HTS,M. tuberculosis,others
CC1CC(=O)Nc2ccccc2N1C(=O)CSc1nnnn1C(C)C (stereo not given),x,i,0%,-8%,-11%,
COC(=O)C(NC(=O)C(NC(=O)c1ccccc1)C(C)C)C(C)C (stereo not given),11%,i,0%,-7%,3%,
COc1ccc(-c2cnn3c(N)c(S(=O)(=O)C(C)(C)C)cnc23)cc1,7%,4.2%,-10%,1%,6%,
COc1ccc(NC(=O)NCc2ccco2)c(OC)c1,3%,0.1%,3%,-6%,2%,
CSc1ccccc1NC(=S)NCc1ccc(Cl)cc1,4%,1.4%,5%,-6%,u,
CCOc1cc(C2C3=C(CC(C)(C)CC3=O)N(CCCOC)C3=C2C(=O)CC(C)(C)C3)ccc1OC,3%,i,-4%,1%,-11%,
CCn1nnnc1NC(=O)c1cc(Cl)c(OC)c(Cl)c1,1%,i,-1%,5%,-1%,
COc1ccc(Cl)cc1NS(=O)(=O)c1cccc(C(=O)NC2CCC(O)CC2)c1 (stereo not given),6%,0.8%,-12%,2%,0%,
CCNC(=O)NC(=O)C(C)Oc1ccc(Br)cc1Br (stereo not given),-4%,4.5%,-11%,-1%,7%,
COC(=O)c1cc(Br)c(=O)n(CCN2CCCCC2)c1,3%,1.8%,-12%,-4%,13%,
CCOC(=O)N1CCN(CC(O)COCc2ccccc2)CC1 (stereo not given),-2%,1.2%,-5%,-9%,-9%,
COc1ccc(N(CC(=O)NC(C)c2ccccc2)S(=O)(=O)c2c(C)noc2C)cc1 (stereo not given),-9%,i,7%,-6%,-2%,
CC[C@@]1(C(=O)OC)N[C@H](CN(C)S(=O)(=O)c2ccc(OC)cc2)[C@@H]2C(=O)N(C)C(=O)[C@@H]21,x,0.6%,-26%,-3%,-11%,
Fc1ccc(-n2nnc(-c3ccccc3)n2)cc1,0%,0.1%,18%,0%,13%,
Cc1cnc(C(=O)Nc2ccccc2F)cn1,5%,0.6%,4%,0%,11%,
CSc1ccc2[nH]c(=O)cc(C)c2c1,-2%,0.8%,-3%,-2%,6%,
C[C@]12CCC3C(CC[C@@H]4[C@H]5O[C@H]5CC[C@]34C)C1CC[C@@H]2O (stereo not given in full),x,0.6%,9%,x,x,
Cc1ccc(S(=O)(=O)N2CCOCC2)c2nsnc12,4%,0.4%,-8%,-8%,4%,
O=C(COc1ccc2ccccc2c1Br)N1CCCCC1,-4%,2.3%,0%,10%,76%,
Nc1ccc(C(=O)Nc2ccc3nc(-c4ccncc4)[nH]c3c2)cc1,2%,5.2%,4%,-4%,17%,
COCC(C)n1c(SCc2nc(N)nc(Nc3ccccc3C)n2)nc2ccccc2c1=O (stereo not given),2%,9.9%,4%,8%,12%,
CCOC(=O)N1CCN(C(=O)CN(C)S(=O)(=O)c2ccc(OC)c(OC)c2)CC1,4%,2.6%,-5%,-6%,-13%,
O=C(/C=C/c1ccc(N2CCCCC2)c([N+](=O)[O-])c1)c1ccc(S(=O)(=O)N2CCCC2)cc1,-14%,9.3%,-8%,1%,19%,
N#CC1CC(c2ccccc2)Nc2cc(Cl)ccc2N1 (stereo not given),-3%,i,-4%,-5%,9%,
CCN(CC)S(=O)(=O)c1ccc(N2CCCC2)c(NC(=O)Cc2c(F)cccc2Cl)c1,-10%,i,8%,8%,-2%,
O=C1NC(=S)SC1=Cc1cc(Br)ccc1O,x,3.4%,5%,x,x,
CC(C)(C)c1cc(C(=O)NCCCn2ccnc2)cc(C(C)(C)C)c1,-5%,3.9%,-16%,-3%,33%,
CCOC(=O)CN1C(=O)N[C@@H](c2cccc(C(F)(F)F)c2)[C@H](C(C)=O)[C@H]1C,3%,0.3%,-1%,-5%,-8%,VEEV TC-83 Vero 10K pilot screen=1.5
CC(=O)c1cccc(N(C(=O)c2ccco2)C(C(=O)NC2CCCC2)c2ccccc2F)c1 (stereo not given),2%,1.4%,-3%,4%,1%,
O=C(NC1CCCc2ccccc21)C1CCN(S(=O)(=O)c2cccc3nonc23)CC1 (stereo not given),-2%,0.8%,1%,1%,-16%,
COc1cccc(-c2ccc3ncnc(NCc4cc(C)cs4)c3c2)c1,x,1.0%,8%,u,72%,
Cc1cc(C)cc(N2C(=O)C3NN=C(C(=O)OCc4ccccc4)C3C2=O)c1 (stereo not given),-3%,0.6%,33%,-6%,-12%,
CNC1(c2nnnn2-c2c(C)cccc2C)CCOC(C)(C)C1 (stereo not given),-15%,0.1%,-11%,0%,-5%,
CCN(CC)C(=O)CSc1nc2c(c(-c3cccnc3)c1C#N)CCCC2,-9%,1.3%,2%,11%,24%,
CCOc1ccc(N(CC)S(=O)(=O)c2ccc3c(c2)oc(=O)n3C)cc1,-19%,2.0%,-15%,2%,24%,
O=C(NC(c1ccccc1)c1ccccc1)c1ccc(=O)[nH]n1,0%,1.0%,x,-12%,-14%,
O=C(OCCN=C1NS(=O)(=O)c2ccccc21)c1ccco1,5%,0.8%,-19%,0%,-10%,
O=C(NCCNC(=O)c1cnccn1)c1ccc(Cl)cc1,-16%,0.3%,-9%,4%,-12%,
Nc1c(C2CCCCC2)c(=O)on1C(=O)c1ccccc1,x,i,3%,x,x,
O=c1c2ccccc2nc2n1CCCCC2,-7%,1.8%,9%,-17%,-23%,

# Fetched by structure from above (2):
SMILES,Salmonella PhoP GFP,VEEV TC-83 Vero,influenza NS1A,M. tuberculosis HTS,M. tuberculosis,others
Nc1c(C2CCCCC2)c(=O)on1C(=O)c1ccccc1,x,i,3%,x,x,
O=C(NCCNC(=O)c1cnccn1)c1ccc(Cl)cc1,-16%,0.3%,-9%,4%,-12%,

# Continuation:
SMILES,Salmonella PhoP GFP,VEEV TC-83 Vero,influenza NS1A,M. tuberculosis HTS,M. tuberculosis,others
NC(=O)Nc1ccc(C(=O)OCC(=O)c2c[nH]c3ccccc23)cc1,x,6.5%,6%,-1%,20%,
Cc1ccc2ccc[n+](Cc3ccccc3)c2c1,-12%,i,-5%,-2%,-5%,
COc1ccc(C(=O)COC(=O)CNC(=O)c2cc(OC)cc(OC)c2)cc1,-2%,0.4%,13%,10%,13%,
CCCCN(CCCC)CC(O)CN(c1cc([N+](=O)[O-])ccc1OC)S(=O)(=O)c1ccccc1 (stereo not given),-23%,i,1%,11%,24%,
CCCCOc1ccc(CSc2ncn[nH]2)cc1,6%,i,8%,-8%,43%,VEEV TC-83 Vero 10K pilot screen=2.7
CC(OC(=O)c1ccc2c(c1)S(=O)(=O)c1ccccc1C2=O)C(N)=O (stereo not given),1%,1.8%,-2%,4%,9%,
CC1CCCC/C1=N/Nc1ccc([N+](=O)[O-])cc1[N+](=O)[O-] (stereo not given),8%,0.5%,21%,5%,-20%,
O=C(Cc1cccs1)N/N=C/c1ccccc1,11%,0.9%,x,7%,8%,
CCOc1ccc(C(=O)NCC(c2ccco2)N2CCOCC2)cc1 (stereo not given),0%,2.2%,-11%,0%,-1%,
CC1CCN(S(=O)(=O)c2ccc(NC(=O)CSc3ncccc3C(=O)O)cc2)CC1,-16%,0.1%,-5%,-5%,-20%,
CCOC(=O)Cc1csc(NC(=O)c2sc3nc4ccc(CC)cc4cc3c2N)n1,0%,i,-2%,0%,-2%,
C#CCOCCOCCOCCNc1nc(N2CCN(C(=O)[C@H](CCCCN)n3cc(CN)nn3)CC2)nc(N2CCN(C(=O)[C@H](CCC(=O)O)n3cc([C@@H](N)CCCCN)nn3)CC2)n1,x,0.6%,-15%,0%,x,VEEV TC-83 Vero 10K pilot screen=0.9
COc1ccc(/C=C/C(=O)NCC(=O)n2nc(C)cc2C)cc1,15%,1.9%,x,-4%,-5%,
CCC(C(=O)OC)n1cnc2c(oc3ccccc32)c1=O (stereo not given),2%,0.1%,-1%,0%,-7%,
CCN(CC)S(=O)(=O)c1ccc(OC)c(NC(=O)Cn2cnc3c2c(=O)n(C)c(=O)n3C)c1,-11%,1.5%,-5%,-4%,0%,
CCCSc1ccc(C(=O)Nc2ccc(Cl)cc2)cn1,8%,1.7%,3%,u,74%,
CC(C)(C)OC(=O)COc1cc(OCC(=O)OC(C)(C)C)c2c(=O)cc(-c3ccccc3)oc2c1,12%,4.6%,10%,-3%,39%,
CC1CN(C(=O)c2ccc(S(=O)(=O)Nc3ccccc3F)cc2)CC(C)O1 (stereo not given),2%,1.4%,-3%,-1%,-8%,
CCN(CC)CCNc1nc(-c2ccccc2)nnc1C(F)(F)F,9%,1.6%,11%,5%,-2%,
Cc1ccc2c(c1)nnn2C1CCN(S(C)(=O)=O)CC1,1%,5.1%,-1%,-1%,-7%,
CCOc1ccc2nc(NC(=O)Nc3ccccc3)sc2c1,-4%,4.1%,0%,x,x,
N#Cc1c(N)n(-c2cccc(O)c2)c2nc3ccccc3nc12,9%,2.9%,-14%,u,25%,
CC(NC(=O)c1ccco1)c1ccc2c(c1)OCO2 (stereo not given),-8%,0.9%,-8%,2%,42%,
COC(=O)C(C)Oc1ccc2c3c(c(=O)oc2c1)CCCCC3 (stereo not given),-1%,2.1%,4%,u,u,
CCOc1ccc(N(CC(=O)Nc2cc(C)ccc2C)S(=O)(=O)c2c(C)[nH]c(=O)[nH]c2=O)cc1,4%,2.9%,-38%,2%,25%,
COC(=O)c1cc(OC)c(OC)cc1NC(=O)c1ccc(Br)o1,-3%,2.5%,6%,1%,-7%,
COC1CC(C)C(OC)c2cc(O)cc(c2O)NC(=O)C(C)=CC=CC(C)C(OC(N)=O)C(C)=CC(C)C1OC (stereo not given),x,21%,5%,x,x,
CCCCOc1ccc(/C=C(\C(=O)O)c2ccc(S(=O)(=O)N3CCCC3)s2)cc1,x,1.9%,-3%,-3%,39%,
O=C(NCCc1ccccc1)c1c(F)cccc1F,4%,2.4%,-19%,4%,-4%,
COc1cccc(CN(C)S(=O)(=O)c2cccs2)c1,1%,1.7%,-7%,8%,1%,

# The final four records of the section before come first, to join the parts.
SMILES,Salmonella PhoP GFP,VEEV TC-83 Vero,influenza NS1A,M. tuberculosis HTS,M. tuberculosis,others
COC1CC(C)C(OC)c2cc(O)cc(c2O)NC(=O)C(C)=CC=CC(C)C(OC(N)=O)C(C)=CC(C)C1OC (stereo not given),x,21%,5%,x,x,
CCCCOc1ccc(/C=C(\C(=O)O)c2ccc(S(=O)(=O)N3CCCC3)s2)cc1,x,1.9%,-3%,-3%,39%,
O=C(NCCc1ccccc1)c1c(F)cccc1F,4%,2.4%,-19%,4%,-4%,
COc1cccc(CN(C)S(=O)(=O)c2cccs2)c1,1%,1.7%,-7%,8%,1%,
Cc1cc(/C=N/Nc2ccc([N+](=O)[O-])cn2)c(C)n1-c1cccc(C(=O)O)c1,6%,i,9%,10%,5%,
CNC(=O)c1ccsc1NC(=O)CCS(=O)(=O)c1ccc(F)cc1,2%,4.8%,-4%,-6%,24%,
CC(C)CCOC(=O)C[N+](C)(C)CCOC1CC2CCC1(C)C2(C)C (stereo not given),-41%,77%,-3%,u,65%,
O=C(CSc1nnnn1-c1ccccc1)NCc1ccco1,-14%,0.3%,10%,-3%,30%,
CCCc1[nH]nc2c1C(c1ccc(Br)s1)C(C#N)=C(N)O2 (stereo not given),3%,11%,1%,9%,28%,
c1ccc(-c2cccs2)nc1,6%,0.4%,-4%,5%,4%,
O=S(=O)(NCC1CCN(S(=O)(=O)c2ccccc2)CC1)c1ccccc1,-7%,6.7%,-3%,-6%,4%,
S=C(NCCc1ccncc1)Nc1ccccc1,7%,0.2%,-5%,-2%,37%,
CCOc1ccc(S(=O)(=O)NC(C)C(=O)NC2CCCC2)cc1 (stereo not given),-2%,1.6%,5%,-1%,-9%,
OCCC1CN(Cc2cccn2-c2ncccn2)CCN1CCc1ccccc1 (stereo not given),13%,1.1%,-1%,-9%,-7%,
CCOC(=O)C1=C(COC(=O)c2cc(OC)c(OC)c(OC)c2)NC(=O)NC1C (stereo not given),-1%,9.4%,0%,2%,-6%,
CN(CC(=O)Nc1c(Cl)cccc1Cl)C(=O)c1cc2ccccc2cc1O,7%,1.4%,7%,3%,-6%,
C[C@H]1O[C@@H](O[C@H]2CC[C@@]3(C)C(CC[C@]4(C)C3C=CC3=C5CC(C)(C)CC[C@]5(CO)[C@H](O)C[C@]34C)[C@]2(C)CO)[C@H](O)[C@@H](O[C@@H]2O[C@H](CO)[C@@H](O)[C@H](O)[C@H]2O)[C@H]1O (stereo not given in full),x,0.4%,-2%,6%,68%,VEEV TC-83 Vero 10K pilot screen=2.7

# Compounds were not picked by outcome, and some 1.5% of all compounds hit somewhere here.
